# AmpC inh no detg = qHTS Inhibitors of AmpC Beta-Lactamase (assay without detergent). AID 485341, 2010. 330,000 compounds, 0.52% hits. P00811. AmpC nitrocefin hydrolysis, absorbance 480 nm, 0.0001% Triton. Potency, µM (highest dose often 57.1 µM), for the others: at the highest dose activity change, negative = inhibition, usual class: inhibitors;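 also: potency is read from the fitted curve at half-maximal effect; plate controls were no compound for no effect and no enzyme for full effect; nearly all actives have a fitted effect of over 20% in size; some results filed as inactive show a strong effect at the top dose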
# Target sequence (P00811 whole entry, looked up): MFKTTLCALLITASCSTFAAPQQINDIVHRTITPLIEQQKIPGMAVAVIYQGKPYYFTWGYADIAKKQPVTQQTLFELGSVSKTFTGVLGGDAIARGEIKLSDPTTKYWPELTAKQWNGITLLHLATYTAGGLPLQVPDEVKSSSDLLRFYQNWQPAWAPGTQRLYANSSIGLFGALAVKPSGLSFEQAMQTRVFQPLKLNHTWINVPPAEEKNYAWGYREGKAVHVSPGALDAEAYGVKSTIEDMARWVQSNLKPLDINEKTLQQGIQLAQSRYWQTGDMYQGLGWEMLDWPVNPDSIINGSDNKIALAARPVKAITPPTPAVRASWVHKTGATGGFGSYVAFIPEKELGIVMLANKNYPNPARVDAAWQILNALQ
#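 AmpC (5.3 nM in the dispensed reagent) in 20 mM phosphate pH 7.0 with 0.01% (detergent screen) or 0.0001% Triton X-100 was preincubated with compounds for 15 min at room temperature. Nitrocefin was then added from an 800 uM solution, and hydrolysis was followed at 480 nm.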
# CHX counter = Cycloheximide Counterscreen for Small Molecule Inhibitors of Shiga Toxin; cell reporter, cycloheximide protein synthesis inhibition counterscreen; max response, %; 300,000 compounds, 12% hits; in the data active = max response mostly above about 13%, no sharp cut-off; inactive = mostly below about 14%; also: read at 38.3 µM for the half of the compounds with a filed dose; 0% is about no effect
# Shiga inhibitor = A qHTS for Small Molecule Inhibitors of Shiga Toxin. inhibition, % at 38.7 µM. AID 2315, 2010. 290,000 compounds, 9.2% hits. Vero cells, Shiga toxin protein synthesis inhibition reporter; in the data active = inhibition mostly above about 28%, no sharp cut-off; inactive = mostly below about 43%; also: 0% is about no effect
# TbPYK inhibitor = qHTS of Trypanosoma Brucei Inhibitors | pyruvate kinase (Trypanosoma brucei), Q57TT1 | TbPYK enzyme, Kinase-Glo Plus ATP luminescence, 45 min | Potency, µM (series often up to 76.8 µM), for the others: at the top dose activity, negative = inhibition, hits mostly inhibitors | 410,000 compounds, 0.12% hits | AID 624173, 2012; also: potency is read from the fitted curve at half-maximal effect; % is scaled to controls: 0 for no effect and ±100 for the full control effect; nearly all actives have a fitted effect of over 50% in size
#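 Quantitative HTS: titrated library compounds versus trypanosomal pyruvate kinase in TEA buffer (pH 7.2) containing KCl, MgCl2, BSA and Tween-20. Reactions were initiated with ADP, 130 uM final. Kinase-Glo Plus luminescence was read after 45 min at RT.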
# Pf growth 48h = Primary qHTS for delayed death inhibitors of the malarial parasite plastid, 48 hour incubation; P. falciparum luciferase growth in erythrocytes, 48 h; Potency, µM (doses to about 28.7 µM), without a hit: at the highest dose activity change, negative = inhibition, hits mostly inhibitors; 310,000 compounds, 5.9% hits; AID 504832, 2011; also: potency is read from the fitted curve at half-maximal effect; % is scaled to controls: 0 for no effect and ±100 for the full control effect
#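 Luciferase-expressing P. falciparum in infected erythrocytes (2% hematocrit, 0.1% parasitemia final) in RPMI 1640/0.5% Albumax were exposed to compound for 48 hours at 37 C, 5% CO2; growth read as luminescence.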
# Pf growth 96h = Primary qHTS for delayed death inhibitors of the malarial parasite plastid, 96 hour incubation; P. falciparum luciferase reporter growth, 96 h; Potency, µM (doses to about 28.7 µM), inactives show top-dose activity change, negative = inhibition, usual class: inhibitors; 320,000 compounds, 6.9% hits; AID 504834, 2011; also: potency is read from the fitted curve at half-maximal effect; % is scaled to controls: 0 for no effect and ±100 for the full control effect
#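 Plates of compound plus infected erythrocytes (2% hematocrit, 0.05% parasitemia final) incubate 96 hours, 37 C, 5% CO2. Detection reagent added; reduced luminescence from the parasites' luciferase reporter flags inhibition.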
# LmPK inhibitor = qHTS Assay for Inhibitors of Leishmania Mexicana Pyruvate Kinase (LmPK) | Q27686 | purified LmPK, Kinase-Glo ATP luminescence, 1 h | Potency, µM (titrated, usually from 57.5 µM), without a hit: top-dose activity change, negative = inhibition, actives largely listed as inhibitors | 290,000 compounds, 0.37% hits; also: potency is read from the fitted curve at half-maximal effect; % is scaled to controls: 0 for no effect and ±100 for the full control effect
# Target sequence (Q27686 whole entry, looked up): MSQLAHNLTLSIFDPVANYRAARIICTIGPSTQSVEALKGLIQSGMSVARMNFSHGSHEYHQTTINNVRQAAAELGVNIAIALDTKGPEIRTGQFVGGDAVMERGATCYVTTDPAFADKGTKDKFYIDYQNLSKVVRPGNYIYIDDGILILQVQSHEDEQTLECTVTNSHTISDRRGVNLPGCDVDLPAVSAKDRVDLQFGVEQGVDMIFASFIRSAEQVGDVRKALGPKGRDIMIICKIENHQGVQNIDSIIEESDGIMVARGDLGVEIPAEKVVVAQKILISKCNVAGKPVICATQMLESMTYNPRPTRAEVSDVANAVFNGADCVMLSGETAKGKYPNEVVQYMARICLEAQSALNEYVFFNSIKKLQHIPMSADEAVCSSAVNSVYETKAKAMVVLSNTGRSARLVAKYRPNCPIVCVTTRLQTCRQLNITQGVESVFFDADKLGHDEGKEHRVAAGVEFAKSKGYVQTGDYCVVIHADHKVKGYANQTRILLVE
#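 Purified LmPK (0.1 nM) converted ADP (0.1 mM) to ATP with PEP (0.5 mM) in imidazole buffer pH 7.2 with KCl and MgCl2, 1 h at room temperature. ATP was read by Kinase-Glo luminescence; data normalized to uninhibited and no-enzyme controls.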
# An asterisk follows results filed as active; u = inconclusive; x = not tested or not shown; [ ] = another dose, or the depositor's remark. Unless noted, calls follow the shape of the dose curve; as a rule, active = well fitted curve in the direction sought with a large enough effect; inconclusive = small, poorly fitted or top-dose-only effect, or another doubt; inactive = no such curve, though single readings can be large; an effect the other way counts as inactive or inconclusive.
SMILES,AmpC inh no detg,CHX counter,Shiga inhibitor,TbPYK inhibitor,Pf growth 48h,Pf growth 96h,LmPK inhibitor
CCN1CCN(C(=O)CCc2nnc(CCc3c[nH]c4ccccc34)o2)[C@@H](C)C1=O,32%,14,-6,4%,4%,u,0%
CC1(C)C(=O)Nc2ccccc2N1C(=O)COC(=O)c1ccc(NC(N)=O)cc1,-16%,x,x,-1%,u,u,x
CCc1c(O)nc(SCC(=O)Nc2nc3ccccc3s2)n(-c2ccccc2)c1=O,-35%,17,51,-7%,25%,33%[activator],4%
COc1cccc(OCc2cc(C(=O)NCc3ccc4c(c3)OCO4)no2)c1,-29%,44*,48*,-1%,20%,86%[activator],0%
CSCC(=O)N1CCC(Oc2cccc(C(=O)NCc3ccccn3)c2)CC1,11%,-2,-9,-3%,10%,-17%,-1%
COc1ccc(CCNC(=O)c2ccc3nc(N4CCOCC4)sc3c2)cc1OC,70%[activator],7,4,3%,-8%,12%,2%
CCOc1cccc(C(=O)Nc2ccccc2N2CCN(C(=O)C(C)C)CC2)c1,63%[activator],5,30,6%,9.3µM*,13µM*,0%
COc1ccc(C2CC2C(=O)c2ccccn2)cc1 (stereo not given),-25%,41*,46,-4%,127%[activator],137%[activator],-14%
Cc1cc(=O)oc(C)c1C(=O)n1nc(C)c2c1C[C@@H]1[C@H]2C1(C)C,9%,-6,-16,4%,u,-26%,2%
Cc1cc(C)cc(N(CCC#N)C(=O)COC(=O)c2nc3nc(C)cc(C)n3n2)c1,0%,x,x,-4%,42%[activator],21%,x
CCOC1OC(=O)C(Cl)=C1Nc1ccc(C)cc1C (stereo not given),-2%,-3,-9,0%,u,2.3µM*,2%
COc1ccccc1Oc1nc(-c2cccnc2)nc2ccccc12,102%[activator],7,10,0%,u,-24%,-3%
O=C(O)[C@@H]1CCCN1C(=O)COc1ccc2c3c(c(=O)oc2c1)CCC3,-21%,-2,-5,-9%,1%,24%,-5%
CN(C)Cc1nc2c(c(=O)[nH]1)C1(CCCCC1)Cc1ccccc1-2,-2%,-2,-8,10%,u,u,3%
C=CCNc1nc(C(F)(F)F)nc2c1nnn2Cc1ccccc1Cl,-23%,1,1,4%,-1%,u,-4%
CCc1c(C)sc(NC(=O)C2CC2)c1C(=O)OC(C)C,-1%,-3,-4,-2%,u,u,2%
O=C(OCc1ccccc1)N1CCc2ccccc21,-10%,43*,82*,-6%,212%[activator],u,-19%
O=C(O)c1ccc2c(c1)SC1=NS(=O)(=O)CCN12,-15%,-1,7,0%,20%,-2%,3%
CCOC(=O)Cc1csc(NC(=O)c2csc3c2CCCC3)n1,5%,29,78,3%,u,x,1%
COc1cc(/C=C/C(=O)NC(=O)c2ccccc2O)ccc1OC(C)=O,-43%,33*,70*,4%,-20%,9.3µM*,-2%
CCC(=O)Nc1c(C)n[nH]c1C,-13%,4,7,-6%,18%,-26%,-2%
C=CCOc1c(CNc2cccc(C(=O)O)c2)cccc1OC,-23%,37*,71*,-2%,x,168%[activator],9%
COC(=O)c1cn(NC(=O)c2ccc([N+](=O)[O-])c(C)c2)c(=O)c2ccccc12,u,4,-15,5%,-17%,u,4%
Cc1noc(C)c1COc1ccccc1C(=O)NCc1ccco1,-19%,x,x,8%,u,u,x
CC(C)c1ccc(NC2CCCN(C(=O)CCc3cnn(C)c3)C2)cc1 (stereo not given),64%[activator],2,-10,0%,1%,7.4µM*,3%
O=C(CSc1ccccc1)Nc1ccc(-c2nc3ccccc3[nH]2)cc1,-34%,12,6,-3%,u,-16%,1%
Cc1nc(NCCc2ccc(S(N)(=O)=O)cc2)c2c3c(sc2n1)CCC3,-32%,-4,-23,-1%,u,x,4%
CN(C)c1ccc(NC(=O)/C=C/c2ccccc2Cl)cc1,2.5µM*,32*,80*,-13%,u,u,-4%
COc1ccccc1-c1noc2ncnc(Nc3cccc(C)c3C)c12,-22%,-4,-6,-3%,u,u,1%
Cc1nn(-c2ccccc2)c(N)c1Sc1cccc([N+](=O)[O-])c1,-29%,11,2,u,u,5%,1%
CSc1ccccc1C(=O)NC1CCCCCC1,-27%,1,-6,1%,3%,x,0%
CNC[C@@H](CC1CCCCC1)NC[C@H](CC(C)C)NCCc1cccc(C(F)(F)F)c1,96%[activator],-9,-11,-3%,u,1.9µM*,-5%
Cn1c(=O)[nH]c(=O)c2c1nc(N1CCCCC1)n2CCCSc1nc2ccccc2s1,78%[activator],8,5,2%,u,4.1µM*,0%
COc1ccccc1C(=O)NC(C)C(c1cccs1)N1CCN(C)CC1 (stereo not given),10%,7,2,-5%,u,x,3%
COc1ccc(Cl)cc1S(=O)(=O)N1CCC(O)(c2ccc(Cl)cc2)CC1,-1%,-2,10,-1%,-9%,-2%,-2%
Cn1c(SCC(=O)Nc2ccc(N3CCOCC3)c(Cl)c2)nnc1C(O)c1ccccc1 (stereo not given),2%,-2,-10,0%,u,21%,1%
O=c1[nH]c(O)c(N=Nc2ccc(SC(F)F)cc2)c(=O)[nH]1,-21%,20*,36,-4%,44%[activator],54%[activator],-1%
COc1ccc(CNC(=O)C2CCN(S(=O)(=O)c3c(C)noc3/C=C/N(C)C)CC2)cc1,9%,-2,-2,7%,-26%,u,10%
CC(Oc1ccc(Cl)cc1Cl)C(=O)N(Cc1ccco1)C1CCS(=O)(=O)C1 (stereo not given),126%[activator],6,-12,-1%,-15%,x,0%
CC1CCN(C(=O)C(C)c2ccc([N+](=O)[O-])cc2)CC1 (stereo not given),-4%,-2,12,0%,-17%,-2%[5.75 µM],0%
Cc1ccc(S(=O)(=O)N2CCN(Cc3nc4sc5c(c4c(=O)[nH]3)CCCC5)CC2)cc1,-46%,-2,-11,0%,-14%,u,-2%
Cc1c(NC(=O)CCC(=O)N2CCCCC2)c(=O)n(-c2ccccc2)n1C,-25%,-3,28,0%,1%,0.83µM*,6%
COC(=O)c1ccc(CNC(=O)CCNC(=O)c2ccco2)cc1,-15%,x,x,-2%,28%,9%,x
O=C(O)CNC(=S)N(Cc1ccc(F)cc1)C1CCCCC1,-13%,-3,14,3%,16%,-63%,4%
Cc1ccc(Cn2nnnc2CN2CCC(O)(c3ccccc3F)CC2)cc1,102%[activator],-1,-14,0%,15µM*,39%[activator],-4%
O=C(Nc1ccc(CN2CCOCC2)cc1)c1ccc(-c2cc(Cl)ccc2Cl)o1,11%,-3,20,4%,1.9µM*,u,-2%
O=C(COC(=O)c1ccc(Cl)cc1[N+](=O)[O-])NC(=O)c1ccccc1,-27%,-5,-3,-10%,9%,-11%,8%
CN1CCC(=O)N(CCSc2ccccc2)CC1,-3%,43*,49*,-3%,71%[activator],112%[activator],-7%

# In the list so far, 4 contain a nitro group on carbon:
SMILES,AmpC inh no detg,CHX counter,Shiga inhibitor,TbPYK inhibitor,Pf growth 48h,Pf growth 96h,LmPK inhibitor
COC(=O)c1cn(NC(=O)c2ccc([N+](=O)[O-])c(C)c2)c(=O)c2ccccc12,u,4,-15,5%,-17%,u,4%
Cc1nn(-c2ccccc2)c(N)c1Sc1cccc([N+](=O)[O-])c1,-29%,11,2,u,u,5%,1%
CC1CCN(C(=O)C(C)c2ccc([N+](=O)[O-])cc2)CC1 (stereo not given),-4%,-2,12,0%,-17%,-2%[5.75 µM],0%
O=C(COC(=O)c1ccc(Cl)cc1[N+](=O)[O-])NC(=O)c1ccccc1,-27%,-5,-3,-10%,9%,-11%,8%

# (cont.)
SMILES,AmpC inh no detg,CHX counter,Shiga inhibitor,TbPYK inhibitor,Pf growth 48h,Pf growth 96h,LmPK inhibitor
CCOc1ccc(-n2c(-c3ccc(OC)cc3)c[n+]3c2CCCCC3)cc1,-1%,-1,-3,-9%,0.74µM*,u,-3%
COc1ccc(CCCc2n[nH]c(=S)o2)cc1,-7%,2,-7,u,20%,x,-4%
O=C(O)CSc1ccc(Oc2ccc(SCC(=O)O)cc2)cc1,4%,-5,-10,-9%,-24%,37%[activator],-5%
O=C1Nc2ccc(Br)cc2C(c2ccc(Cl)cc2)=NC1O (stereo not given),-17%,-3,2,-2%,12%[0.00184 µM],19%,1%
CNC(=O)c1nnn(Cc2ccccc2)c1NC(=O)C(F)(F)F,-14%,-2,10,-5%,u,u,-3%
C/C=C/C=C\C(=O)Nc1cccc(C2=NOC3(C2)C[C@H](C(N)=O)N(C(=O)/C=C/C)C3)c1 (stereo not given in full),39%,-5,-4,-21%,87%[activator],96%[activator],0%
Cc1cc(C)c(NC(=O)Cn2ncc3ccccc32)c(C)c1,-18%,6,9,-3%,-4%,2%,2%
CCn1c(C)nc2cc(S(N)(=O)=O)ccc21,-1%,-3,-12,-22%,-3%,22%,7%
Cn1cc([N+](=O)[O-])c(C(=O)NNC(=O)c2ccc([N+](=O)[O-])cc2Cl)n1,-11%,2,-6,-6%,1%,7%,1%
CCOC(=O)c1ccccc1NC(=O)Cn1cnc2c(oc3ccccc32)c1=O,x,30*,56*,3%,44%[activator],12%,3%
CCc1noc(C)c1C(=O)NCCc1ccc(F)cc1,0%,x,x,11%,-10%,15%,x
COC(=O)Cn1c(O)c(N=NC(=O)CNC(=O)COc2cccc(C)c2)c2ccccc21,118%[activator],-2,12,3%,11%,38%[activator],12%
NC(=O)c1sc2nc3c(cc2c1N)CCCCCC3,-29%,31*,52*,-8%,102%[activator],56%[activator],-3%
CC1Sc2ccc(S(=O)(=O)N3CCC(C(=O)NCc4ccc(Cl)cc4)CC3)cc2NC1=O (stereo not given),-24%,1,10,0%,10µM*,15%,2%
O=C(c1cccc(NS(=O)(=O)c2ccccc2)c1)N1CCN(c2ccccc2)CC1,-10%,x,x,2%,u,-6%,x
CCN1CCc2nc(NC(=O)c3cc(F)c(F)cc3Cl)sc2C1,-27%,19*,22,1%,56%[activator],2%,-6%
O=C(Cn1c(=O)c(C(F)(F)F)nc2ccccc21)N1CCC2(CC1)OCCO2,-21%,5,8,-8%,-15%,30%[activator],-10%
O=C(CCc1nnc2n(Cc3ccc(F)cc3)c(=O)c3ccccc3n12)NCCN1CCOCC1,109%[activator],-1,5,3%,u,u,-1%
CN(C)CCCNC(=O)C(=O)Nc1cc2c3c(c1)CCC(=O)N3CCC2,-14%,-2,-7,2%,10%,3%,-2%
Cc1cc(/C=N\NC(=O)CC(=O)NC2CCCCC2)c(C)n1-c1ccc(Cl)cc1,31%,-2,-4,1%,-15%,-15%,2%
COc1ccccc1NC(=O)c1nnn(Cc2ccccc2)c1NC(=O)C(F)(F)F,-29%,-4,29,2%,81%,39%[activator],2%
Cc1ccc(Cl)cc1N1CCN(C(=O)COc2ccc3c(c2)CCC3)CC1,-1%,-2,-6,2%,u,u,0%
